12-LOX inh – ALOX12 (human) lipoxygenase inhibition. Potency, µM (top dose mostly 108 µM), for the others: at the highest dose activity change, negative = inhibition, hits mostly inhibitors. P18054. AID 1671190. purified 12hLO, xylenol orange hydroperoxide absorbance. actives 1.1% (n = 580,000); active means well fitted inhibition curve with a large enough effect; inconclusive means small, poorly fitted or top-dose-only effect, or another doubt; inactive means no such curve, though single readings can be large or run the other way
Target sequence (P18054 whole entry, looked up): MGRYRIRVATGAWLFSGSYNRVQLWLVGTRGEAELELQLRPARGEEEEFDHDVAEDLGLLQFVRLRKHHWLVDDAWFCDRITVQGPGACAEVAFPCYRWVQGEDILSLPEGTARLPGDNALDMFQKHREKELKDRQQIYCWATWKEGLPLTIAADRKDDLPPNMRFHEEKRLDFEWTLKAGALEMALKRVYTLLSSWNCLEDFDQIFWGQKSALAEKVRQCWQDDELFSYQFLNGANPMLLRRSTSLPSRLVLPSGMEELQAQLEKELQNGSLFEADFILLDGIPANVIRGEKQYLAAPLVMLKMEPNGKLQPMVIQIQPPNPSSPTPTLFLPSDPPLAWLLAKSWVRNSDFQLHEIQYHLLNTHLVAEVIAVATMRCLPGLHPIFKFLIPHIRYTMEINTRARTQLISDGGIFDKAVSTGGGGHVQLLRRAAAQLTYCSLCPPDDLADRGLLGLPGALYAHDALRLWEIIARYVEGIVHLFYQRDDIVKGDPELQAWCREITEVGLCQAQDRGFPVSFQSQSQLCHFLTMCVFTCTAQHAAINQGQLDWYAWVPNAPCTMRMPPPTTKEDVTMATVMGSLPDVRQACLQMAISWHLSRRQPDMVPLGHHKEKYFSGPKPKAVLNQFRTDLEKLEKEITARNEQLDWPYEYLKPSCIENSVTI
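Purified human 12hLO at 150 nM in 25 mM Hepes, 0.01% Triton X-100, pH 7.0, preincubated 15 min at room temperature with compound. Reaction started with 40 uM arachidonic acid, 30 min at room temperature. Hydroperoxide measured by Fe-xylenol orange, 573/405 nm absorbance ratio.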
An asterisk follows results filed as active; u = inconclusive; [ ] = remark or other dose. On the % scale 0 is the no-effect control and ±100 the full control effect; potency means the concentration at half of the fitted maximal effect. A portion of the library. The share of hits here may be higher or lower than overall.

SMILES | 12-LOX inh
COc1ccc(/C=C2/CN(Cc3ccc(OC)cc3OC)C3=N[C@H](c4ccccc4)CC(=O)N32)cc1 | 22%
COCCN1CCC(N2CCN(S(=O)(=O)c3ccc(F)c(Cl)c3)CC2)C1=O (configuration not stated) | 53%[activator]
CCc1ccc(NC(=O)Cn2ccn3nc4c(c3c2=O)CCCC4)cc1 | -5%
O=C1NCc2ccccc2CC12CCCCN2CC1=CCCCC1 (configuration not stated) | -5%[6.33 µM]
O=C1NCc2ccccc2CC12CCN(Cc1ccccn1)CC2 | 5%[6.33 µM]
O=c1[nH]c(N2CCOCC2)nc2c1CCN(Cc1ccc(Cl)c(F)c1)CC2 | 0%
O=C(CC1CCCC1)N1CC[C@@]2(O)CCN(Cc3ccccn3)C[C@H]2C1 | 16%
COC(=O)c1cc2c(c3c4cc(OC)ccc4n(S(=O)(=O)c4ccc(C)cc4)c13)C(=O)N(Cc1ccccc1)C2 | -10%

More structures follow.
SMILES | 12-LOX inh
COCC(=O)N1C[C@@H]2CCCN3CCC[C@@H]([C@H]23)[C@H]1CCCC(=O)NCC1CC1 | 54%[activator]
CN1CCC(Oc2ncccc2C(=O)N(C)C)C1 (configuration not stated) | 49%[activator]
Cn1cnnc1CCNC(=O)[C@H]1CNC[C@@H](C(=O)N2CCOCC2)C1 | 54%[activator]
O=C(c1ccc(Cl)cc1Cl)N1CCC(c2nnc3n2C(C(=O)N2CCOCC2)CC3)CC1 (configuration not stated) | 2%[6.33 µM]
Cc1ccc(Cn2c(C3CCN(C(=O)c4ccsc4)CC3)n[nH]c2=O)cc1 | -16%
Cc1noc(C2CC3(CCN(C(=O)CCc4c(C)nn(C)c4C)CC3)CN2C)n1 (configuration not stated) | 3%
CC(C)(C)c1ccc(NC(=O)O[C@@H]2CO[C@H]3[C@@H]2OC[C@@H]3Nc2nccc(C(C)(C)C)n2)cc1 | 44%[activator]
COc1nc2c(cc1CNC(=O)[C@@H](N)CO)C(=O)N(CCc1ccccn1)C2 | 14%

Among those listed so far, two contain fluorine:
SMILES | 12-LOX inh
COCCN1CCC(N2CCN(S(=O)(=O)c3ccc(F)c(Cl)c3)CC2)C1=O (configuration not stated) | 53%[activator]
O=c1[nH]c(N2CCOCC2)nc2c1CCN(Cc1ccc(Cl)c(F)c1)CC2 | 0%

Carrying on:
SMILES | 12-LOX inh
CNC(=O)[C@@H]1CN(C(=O)c2cccc(OC)c2)C[C@H]1COC | 25%
CCOC(=O)CC1(NC(=O)N2CCc3c(nc(-c4ccccc4)[nH]c3=O)C2)CCCCC1 | 25%
COCC(=O)NC1CCC12CCN(S(=O)(=O)c1cccc(OC)c1)CC2 (configuration not stated) | 29%
CS(=O)(=O)c1ccc(CN2CCC[C@H]2c2nc(-c3ccnc(N4CCC(C(N)=O)CC4)c3)no2)cc1 | 10%
O=C(Cc1cccc(Cl)c1)N1CCC2(CC1)N(c1ccccc1)C(=O)CS2(=O)=O | 1%
CCN1C(=O)CCN(S(C)(=O)=O)CC12CCOCC2 | 4%
O=c1[nH]c(C2CCCN([S+](=O)([O-])c3cccc(C(F)(F)F)c3)C2)nn1-c1ccccc1 (configuration not stated) | 11%
Cn1ncc2c(C(=O)N3CCOCC3)cc(-c3cc(Cl)cc(Cl)c3)nc21 | -1%[6.33 µM]

Next structures follow.
SMILES | 12-LOX inh
CNC(=O)[C@@H](CC(C)C)N1CCC[C@H]1C(=O)N1CCN(C)CC1 | u
CCCCCCC12Cc3cc(OC)c(OC)cc3C(O1)C1=C(O2)C(C)(C)CCC1=O (configuration not stated) | u
CC(C)NC(=O)[C@@H](C)C1CC[C@@]2(C)CC[C@H](NC(=O)c3cccc(F)c3)[C@@H](C)[C@@H]2[C@H]1O (some centres not stated) | 13%[176 µM]
O=C(NCc1cccnc1)C1CCN(C(=O)c2ncn3c2COC(c2ccc(F)cc2)C3)CC1 (configuration not stated) | 6%
CN(CCc1ccccc1)CC[C@@H]1CC[C@H](O)[C@@H](C(=O)N(C)Cc2ccccc2)O1 | 0%[176 µM]
CS(=O)(=O)N1CC(C(=O)Nc2ccc(N3CCOCC3)cc2)C2(CCCCC2)C1 (configuration not stated) | 35%[activator]
COCC(=O)N1CC(C(=O)N2CCCCC2)[C@H](c2ccncc2)C1 (some centres not stated) | 28%
CCn1c(=O)c2ccnn2c2ccc(C(=O)NCc3ccccc3)cc21 | 8%

New compounds follow:
SMILES | 12-LOX inh
CCN(CC)C(=O)c1c(-c2ccccc2)noc1[C@H](C)O | 32%[176 µM]
O=C(c1ccc(C(F)(F)F)cc1)N1CCCC2(CC(c3ccccc3)=NO2)C1 (configuration not stated) | u
O=C(N[C@H]1CCOC[C@H]1C1CCOCC1)c1ccoc1 | -5%
O=C(N[C@H](C(=O)N1CCC[C@H]1C(=O)NC1CCCC1)C1CCCCC1)C1CCCC1 | -4%
COc1cccc(CNC(=O)Cn2c(-c3ccccc3)nc(C)cc2=O)c1 | 9%
CC(=O)NC1CCN(Cc2cn(-c3ccccc3F)nc2-c2cc(C)sc2C)C1 (configuration not stated) | 87%[activator]
O=C1NCCN2CC3(CCN(C(=O)NCCc4ccccc4)CC3)CC12 (configuration not stated) | 99%[activator]
O=C(NC1CCCC1)c1ccc2c(c1)n(Cc1cccc(F)c1)c(=O)c1ccnn12 | 7%

The listing continues:
SMILES | 12-LOX inh
NC(=O)C1CCN(CC2(O)CCCN(CCCc3ccccc3)C2=O)CC1 (configuration not stated) | 20%
CCOC(=O)C(Cc1ccccc1)(Nc1ccccc1OC)C(O)c1ccccc1Br (configuration not stated) | 0%
O=S(=O)(c1ccc(F)cc1)N1CCC(Oc2ccc(-c3noc(C4CC4)n3)cc2)C1 (configuration not stated) | -7%
O=C(O)COc1ccc(-c2nccc3c2C(=O)N(Cc2ccccc2)CC(CNC(=O)c2ccc(F)cc2)O3)cc1 (configuration not stated) | 5%
COCC(=O)NC1CCC12CCN(C(=O)COc1ccc(F)cc1)CC2 (configuration not stated) | 27%
COC[C@@H]1CN(Cc2ccc(Cl)cc2F)C[C@H]1C(=O)NC1CC1 | 24%
Cc1nc(CC2CCN(C(=O)Cc3ccccc3)CC2)n[nH]1 | 40%[activator]
C[C@@H]1CCCCO[C@@H](CN(C)C(=O)Nc2ccccc2)[C@@H](C)CN([C@H](C)CO)C(=O)c2cc(NC(=O)NC3CCCCC3)ccc2O1 | -1%

New compounds follow
SMILES | 12-LOX inh
Cc1ccc(-c2noc([C@@H]3C[C@@H](O)CN3Cc3ccccc3O)n2)cc1F | 32µM*
COC(=O)C(NC(=O)N1CCc2nc3cc(-c4ccccc4)[nH]n3c(=O)c2C1)C(C)C (configuration not stated) | 11%
O=C(NC1CCNCC1)c1cc(C2CC2)nc2onc(C3CCCN3)c12 (configuration not stated) | 0%[6.33 µM]
CC(=O)N1CC2(Cc3ccccc31)CN(C(=O)c1ccc(Cl)cc1)C2 | -5%[6.33 µM]
COc1cccc(-c2nnnn2[C@H]2CO[C@H]3[C@@H]2OC[C@@H]3NC(=S)Nc2ccc(F)cc2)c1 | 15%
Cc1ccc(CNC(=O)C2(Cc3ccccc3)CCCCC(=O)N2)cc1 (configuration not stated) | 40%[activator]
NC(=O)c1ccc(S(=O)(=O)N2CC[C@@H](CC(=O)O)[C@@H](CC3=NCCc4ccccc43)C2)cc1 | 27%
COc1ccc(-c2nc(-c3c(C)noc3C)cc3c2cc(-c2ccccc2)n3C)cn1 | -1%[176 µM]

Going on with the list:
SMILES | 12-LOX inh
c1ccc2c(c1)CCN(Cc1ccc3c(c1)CNCCO3)C2 | 40%
COc1ccccc1-c1nccc2c(=O)cc(-c3ccccn3)oc12 | u
O=C1NCCC[C@@H]1NC(=O)[C@H]1CN(C(=O)NC2CCCCC2)CCN1C(=O)c1cncnc1 | 15%
COc1ccccc1NC(=O)C1CN(S(C)(=O)=O)CC12CCCCC2 (configuration not stated) | 33%[activator]
O=C(C1CC1)N1CCC(c2nnc3n2C(C(=O)N2CCN(c4ncccn4)CC2)CC3)CC1 (configuration not stated) | 2%[6.33 µM]
CC(C)CN1C(=O)c2ccccc2C(C(=O)NC(C)C)C12CCCC2 (configuration not stated) | 16%
Cc1nc(CCNC(=O)[C@H]2CCC[C@H](O)C2)nc2c1CCC2 | -7%
CCC(O)CNC(=O)c1cnn2cc(CN(CC)CC)cnc12 (configuration not stated) | 24%

(more compounds)
SMILES | 12-LOX inh
Cn1nc(CN2CCSCC2)c2c(Cl)cccc21 | 0%
CC(CCN1CCC(C(O)(c2ccccc2)c2ccccc2)CC1)Oc1ccc(Cl)cc1 (configuration not stated) | u
Cc1ccncc1C(=O)N1CC[C@@H]2CN(S(C)(=O)=O)[C@@H]2C1 | 43%[activator]
COc1ccc(C(=O)N2CC[C@@H]3CN(c4cnccn4)[C@@H]3C2)c(OC)n1 | 52%[activator]
COc1ccc(C(=O)N2CCC(c3n[nH]c(=O)n3-c3ccccc3)CC2)cc1F | u
O=C(NCCc1nccc(-c2ccccc2)n1)c1ccc2cccc(F)c2n1 | 57%[activator]
CCOc1cc2c(cn1)NCCN(Cc1ccccc1OC)C2 | 3%[176 µM]
OCc1cccc(-c2ccc3ncc(Nc4ccccc4Cl)n3n2)c1 | u

Two records picked at random from the list so far:
SMILES | 12-LOX inh
COCC(=O)N1CC(C(=O)N2CCCCC2)[C@H](c2ccncc2)C1 (some centres not stated) | 28%
O=C(c1ccc(Cl)cc1Cl)N1CCC(c2nnc3n2C(C(=O)N2CCOCC2)CC3)CC1 (configuration not stated) | 2%[6.33 µM]

Copied from the list:
`COCC(=O)N1CC(C(=O)N2CCCCC2)[C@H](c2ccncc2)C1` (some centres not stated) | 12-LOX inh = 28%
`C[C@@H]1CCCCO[C@@H](CN(C)C(=O)Nc2ccccc2)[C@@H](C)CN([C@H](C)CO)C(=O)c2cc(NC(=O)NC3CCCCC3)ccc2O1` | 12-LOX inh = -1%

The listing continues.
SMILES | 12-LOX inh
O=C1N(c2ccccc2)c2ccccc2C12CCN(Cc1ccc(F)cc1)C2 (configuration not stated) | 7%[6.33 µM]
COc1ccc(CCc2nc3nccc(-c4cccs4)n3n2)cc1OC | -6%
NC(=O)Nc1ccc(S(=O)(=O)NCc2cc3n(n2)CCCNC3)cc1 | -21%
CC(c1cccs1)N(C)Cc1ccnn1C (configuration not stated) | 62%[activator][176 µM]
Cc1cnc(C(=O)N2CCCC2c2nc(CCOc3ccc(F)cc3)no2)cn1 (configuration not stated) | -4%
Cc1ncsc1CCC(=O)N[C@@H]1COCC[C@@H]1OCc1cscn1 | 15%
Cc1cccc(NC(=O)Nc2ccc(C)n(CC(=O)NC3CCCCC3)c2=O)c1 | -6%
Cc1cccc(NC(=O)c2ccc(N3CC4CC(C3)[C@H]3CCCC(=O)N3C4)nc2)c1 (some centres not stated) | 15%

(more compounds)
SMILES | 12-LOX inh
Cc1cc(C)c2[nH]c(C(=O)NCc3nc(-c4ccccn4)no3)c(C)c2c1 | 13%
O=C1Nc2ccc(-c3cccs3)cc2C(=O)N2CC[C@H](NS(=O)(=O)c3ccc(Cl)cc3)C[C@@H]12 | u
CC(NC(=O)c1cn(C2CCC(N)CC2)nn1)c1ncnn1C (configuration not stated) | 0%
COc1ccc(CN2CCN3C(=O)N(Cc4ccc(C)cc4)C[C@H]3C2)cc1 | -32%[176 µM]
c1ccc(Cn2cc(CN3CCN(c4ccncc4)CC3)c(-c3cc4ccccc4o3)n2)cc1 | 64%[activator]
CC(=O)c1cccc(-c2cnc3ccc(-c4cccc(Oc5ccccc5)c4)nn23)c1 | 13%
CCOc1ccc(CC(=O)Nc2cccc(-c3nnc4n3CCCC4)c2)cc1 | 23%
CCOc1ccccc1NC(=O)N1CCCN(S(C)(=O)=O)C(c2ccccc2)CC(=O)NCC1 (configuration not stated) | 2%

Carrying on:
SMILES | 12-LOX inh
O=C(c1ccccc1Cl)N1CCC(N2CCCCCC2=O)CC1 | 10%
COc1ccc(CN2CCC(N3CCOCC3=O)CC2)cc1 | 1%[6.33 µM]
CN1CC(=O)N(C2CCCNC2)Cc2c(NCCN3CCOCC3)ncnc21 (configuration not stated) | u
Cc1ccc(CN2CCC3(CC2)Cc2ccccc2CNC3=O)cc1 | 14%[6.33 µM]
Cc1nnn2c(C(=O)N(C)C)cccc12 | 82%[activator][176 µM]
COc1ccc(CNC(=O)[C@H]2O[C@H](CCN3CCC(CO)CC3)CC[C@@H]2O)cc1 | 8%[176 µM]
O=C(NCc1nncn1C1CCCCC1)C1CNCCO1 (configuration not stated) | 22%
NCCCC(=O)N1CCCC(N2CCN(Cc3ccc4c(c3)OCO4)CC2)C1 (configuration not stated) | 52%[activator]

Some of these compounds in order of their number in 12-LOX inh, descending.
SMILES | 12-LOX inh
CCOc1ccc(CC(=O)Nc2cccc(-c3nnc4n3CCCC4)c2)cc1 | 23%
Cc1noc(C2CC3(CCN(C(=O)CCc4c(C)nn(C)c4C)CC3)CN2C)n1 (configuration not stated) | 3%
O=C(N[C@H]1CCOC[C@H]1C1CCOCC1)c1ccoc1 | -5%

More structures follow.
SMILES | 12-LOX inh
COc1ccc(-c2ccc3c(n2)c(=O)ncn3Cc2ccccc2)cn1 | 7%[176 µM]
O=C(CC1=CCCCC1)N1CCC2(CC1)CN(c1ccncn1)CC2CO (configuration not stated) | 37%[activator]
O=C(O)c1ccco1 | -12%[176 µM]
O=C(c1cccc(Cl)c1)N1CCC2(C1)NC(=O)N(Cc1ccc(F)cc1)C2=O (configuration not stated) | -9%
COC(=O)[C@]12C[C@H](CC(=O)N3CCCCC3)C(=O)N(Cc3ccc4c(c3)OCO4)C1=C[C@H](COCc1ccccc1)O[C@@H]2C | -18%
O=C(NCc1ccccn1)c1cccc2c1CCN2C(=O)C1CC1 | 79%[activator]
CCCC(NC(=O)CCc1c(C)c2cc3c(C)c(C)oc3cc2oc1=O)C(=O)NC(Cc1ccc(Cl)cc1)C(=O)O (configuration not stated) | 31%[activator]
CNC(=O)[C@@H]1CN(C(=O)Cn2c(=O)oc3ccccc32)C[C@H]1c1n[nH]c(C)n1 | 34%

Bioassay records as filed in PubChem.
